Assay outcomes as filed in PubChem BioAssay.
Lmaj promast: reduces viability of Leishmania major promastigotes | hit rate 9% among 200,000 | resazurin fluorescence viability | inhibition, % at 10 µM;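 further: promastigotes grown with compound for 44 hours at 28 °C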
PMI act satM6P: PMI (human) activation, high substrate | P34949 | coupled PMI enzyme assay, resazurin fluorescence, 20 min; hits give high values; 1 = untreated enzyme, 0 = substrate-free blank | activation factor at 20 µM | hit rate 0.34% among 190,000 | AID 1216;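 active means activation factor of 2 or more at 20 µM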
Target sequence (P34949 whole entry, looked up): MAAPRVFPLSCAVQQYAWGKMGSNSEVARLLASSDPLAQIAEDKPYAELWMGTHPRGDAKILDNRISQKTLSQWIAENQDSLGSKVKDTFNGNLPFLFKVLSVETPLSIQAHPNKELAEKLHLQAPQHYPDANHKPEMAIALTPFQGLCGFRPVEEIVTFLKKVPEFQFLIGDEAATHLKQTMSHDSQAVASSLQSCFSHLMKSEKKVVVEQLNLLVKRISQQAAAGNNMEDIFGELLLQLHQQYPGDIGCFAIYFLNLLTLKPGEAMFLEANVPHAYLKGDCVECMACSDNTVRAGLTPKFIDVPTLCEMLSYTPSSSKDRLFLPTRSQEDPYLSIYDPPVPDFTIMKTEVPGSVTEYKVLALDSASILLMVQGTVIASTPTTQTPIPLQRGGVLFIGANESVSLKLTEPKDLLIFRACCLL
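Technique: Diaphorase-driven resazurin-to-resorufin fluorescence, excitation 544, emission 590 nm | Assay system: Human PMI in coupled enzyme assay | Times: Enzyme reaction with compound 20 min at room temperature | Medium: HEPES-buffered pH 7.4 with magnesium and detergent | Reagent: Mannose-6-phosphate 1.0 mM (near-saturating) plus 0.22 mM NADP+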
Diaph inh CS: inhibits diaphorase or chemically oxidizes, flagging diaphorase assay artifacts; diaphorase resazurin-to-resorufin fluorescence, NADH, 16 min; bacterial (C. kluyveri) enzyme, not human; inhibition, % at 20 µM; hit rate 0.69% among 190,000; AID 1217;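 active means primary screen inhibition at 20 µM above a set limit, cut at about 50% in these data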;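 further: plate controls were DMSO with full reaction for no effect and wells lacking NADH for full effect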
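Detection: fluorescence of resorufin formed from resazurin, Ex 544/Em 590 nm; test system: Clostridium kluyveri diaphorase enzyme; amount: 0.14 U/mL diaphorase, enzyme working solution; times: 16-min room-temperature incubation before reading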
PMI act: increases human mannose-6-phosphate isomerase activity | hit rate 0.005% among 190,000 | AID 1214 | purified human PMI, coupled resazurin fluorescence, 20 min; hits give high values; 1 = vehicle control, 0 substrate-free wells | activation factor at 20 µM;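 active means activation factor of 2 or more at 20 µM, relative to plate controls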
RAM inhibit: yeast RAM network inhibition | S. cerevisiae dse1pr::URA3 reporter, 5-FOA growth OD615, 2 d; analog-sensitive cbk1-as2 kinase mutant strain | inhibition, % at 50 µM | hit rate 1.8% among 190,000;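 active means inhibition above a set limit, 3 SD over mean compound inhibition, cut at about 8.4% in these data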;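 further: 0% = DMSO-only wells with no growth and 100% = 10 µM 1-NA-PP1 full growth; inhibition rescues growth on 5-FOA so higher OD means more RAM inhibition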
TLR4 MyD88 comp: blocks binding of human TLR4 to MyD88 | O00206+Q99836 | HeLa CL3-4 TLR4/MyD88 BLA complementation, FRET ratio | inhibition, % at 8.4 µM | hit rate 0.18% among 200,000 | AID 861; in the data active means inhibition above about 25%;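 further: 0% = vehicle and 100% = reference inhibitor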
Hsp70 activator: switches on Hsp70 transcription; HeLa Hsp70 promoter luciferase reporter, luminescence; scaled: vehicle 0, proteasome-inhibitor control 100%; activation, % at 10 µM; hit rate 0.04% among 200,000; AID 1203;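 active means activation above the mean across all tested compounds plus 3 SD, cutoff set per campaign, cut at about 5.5% in these data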;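 further: 100% = MG132 at 30 µM as the positive control and 0% = DMSO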
Diaph act CS: counter-screen for diaphorase-based assays: diaphorase activators and chemical reducers; Diaphorase/resazurin coupled assay, resorufin fluorescence, 16 min; hits give high values; 1 = vehicle wells, 0 = NADH-free wells; activation factor at 20 µM; hit rate 0.005% among 190,000; AID 1229;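 active means diaphorase activity raised at least twofold by the compound at 20 µM; inactive means activation factor below 2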
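Assay system: bacterial diaphorase enzyme (C. kluyveri) / Input: enzyme 0.07 U/mL final / Medium: 50 mM HEPES pH 7.4 with 4.542 mM MgCl2, 0.005% Tween 20 / Doses: single compound dose of 20 µM, 1% DMSO final / Incubation: 16 min enzyme reaction, ambient temperature / Signal: fluorescence, excitation 544 nm and emission 590 nm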
S1P3 antag: antagonists of human S1P3 receptor; Q99500; CHO S1P3 NFAT-BLA reporter, FRET fluorescence, antagonist mode; inhibition, % at 4.98 µM; hit rate 0.27% among 170,000; AID 485;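 active means inhibition above the plate cutoff, the mean inhibition of test wells on that plate plus 3 SD, cut at about 28% in these data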;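 further: cells challenged with S1P at its EC80 of 0.8 µM; blue over green emission ratio from cleaved BLA substrate after 4 h stimulation; 0% = S1P-stimulated wells and 100% = unstimulated DMSO-only wells; some compounds past the cut are filed as inactive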
Target sequence (Q99500 whole entry, looked up): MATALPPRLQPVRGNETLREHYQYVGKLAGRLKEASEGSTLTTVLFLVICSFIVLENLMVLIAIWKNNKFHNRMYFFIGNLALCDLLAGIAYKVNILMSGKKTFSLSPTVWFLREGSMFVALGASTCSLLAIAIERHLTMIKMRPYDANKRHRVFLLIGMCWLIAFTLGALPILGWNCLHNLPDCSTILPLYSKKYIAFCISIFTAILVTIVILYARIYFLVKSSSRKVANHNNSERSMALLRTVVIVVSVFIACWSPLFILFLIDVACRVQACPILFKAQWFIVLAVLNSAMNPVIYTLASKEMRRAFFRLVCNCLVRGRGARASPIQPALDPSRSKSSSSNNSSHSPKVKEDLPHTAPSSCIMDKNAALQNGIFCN
DTT redox prof: compounds producing H2O2 with reducing agent – biochemical, NIH compound library profiling, artefact control for MLSCN library redox annotation, primary screen. DTT-dependent redox cycling H2O2, phenol red/HRP absorbance; 100% = 100 µM peroxide control, 0% = buffer. activation, % at 10 µM. hit rate 0.03% among 200,000;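 active means activation of at least 50% relative to the plate's high and low controls in the primary single-dose screen; inactive means activation below 50%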;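 further: compound incubated with DTT at 0.8 mM final as the reducing agent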
G6PDH counter: inhibits Leuconostoc G6PDH, flagging false hits in G6PDH-based assays; hit rate 0.12% among 200,000; Purified L. mesenteroides G6PDH, diaphorase/resazurin coupled fluorescence, 45 min; inhibition, % at 5 µM; AID 1020
* = called active by the depositor; . = not tested or not shown. Unless noted, no stated cut-off is given here; in the data, active means inhibition above about 50%; inactive means the rest.

The opening 5 records, to show the layout:
SMILES	Lmaj promast	PMI act satM6P	Diaph inh CS	PMI act	RAM inhibit	TLR4 MyD88 comp	Hsp70 activator	Diaph act CS	S1P3 antag	DTT redox prof	G6PDH counter
c1cc2c(cc1C1=NNC(=NC3CC3)SC1)OCCO2	-2	0.9	8	0.8	1.8	-2	-0.6	0.9	-3	0.1	4
CC(CCc1ccccc1)NC(=O)CSc1cccc[n+]1[O-] (stereo unspecified)	-8	1.1	18	1.1	2.0	0	-0.3	0.8	-5	-0.8	1
COc1ccc(/C=C(\NC(=O)c2ccc(OC)c(OC)c2)C(=O)NCCc2c[nH]c3ccccc23)cc1	16	1	14	1	5.1	-15	0.1	0.9	.	-3.6	1
CCOc1ccc2cc(C#N)c(SCC(=O)NC(C)CC)nc2c1 (stereo unspecified)	0	0.9	12	1	2.4	3	-0.2	0.9	-8	3.0	2
CC(C)(C)c1cnnn1-c1ccc(NC(=O)c2ccc(Br)o2)cc1	11	1	12	1	1.1	1	-0.5	0.9	.	2.9	-1

All compounds of this part, repeating the preview:
SMILES	Lmaj promast	PMI act satM6P	Diaph inh CS	PMI act	RAM inhibit	TLR4 MyD88 comp	Hsp70 activator	Diaph act CS	S1P3 antag	DTT redox prof	G6PDH counter
c1cc2c(cc1C1=NNC(=NC3CC3)SC1)OCCO2	-2	0.9	8	0.8	1.8	-2	-0.6	0.9	-3	0.1	4
CC(CCc1ccccc1)NC(=O)CSc1cccc[n+]1[O-] (stereo unspecified)	-8	1.1	18	1.1	2.0	0	-0.3	0.8	-5	-0.8	1
COc1ccc(/C=C(\NC(=O)c2ccc(OC)c(OC)c2)C(=O)NCCc2c[nH]c3ccccc23)cc1	16	1	14	1	5.1	-15	0.1	0.9	.	-3.6	1
CCOc1ccc2cc(C#N)c(SCC(=O)NC(C)CC)nc2c1 (stereo unspecified)	0	0.9	12	1	2.4	3	-0.2	0.9	-8	3.0	2
CC(C)(C)c1cnnn1-c1ccc(NC(=O)c2ccc(Br)o2)cc1	11	1	12	1	1.1	1	-0.5	0.9	.	2.9	-1
Cc1nc(SC2C=CS(=O)(=O)C2)n[nH]1 (stereo unspecified)	-3	1.2	8	1.1	2.2	-2	0.0	0.9	.	-0.3	4
CCNC(=S)N/N=C/c1ccc(OCc2ccc(C(=O)OC)cc2)cc1	-5	1.2	-7	1	5.5	-20	-0.3	1.1	2	0.6	3
Fc1ccccc1CSc1nnc(-c2cnccn2)n1Cc1ccco1	14	1.1	4	1.1	3.0	0	-0.2	1	-2	2.7	10
O=C(NC(=O)c1ccccc1F)Nc1nc(-c2cccs2)cc(C(F)(F)F)n1	1	1	27	1	1.8	2	-0.2	0.7	4	0.5	10
OC1(C#CCCN2CCCCC2)c2ccccc2-c2ccccc21	2	1	2	1.1	-0.4	7	-0.1	1	-8	-0.5	1
O=c1c(-c2ccnn2-c2cccc(Cl)c2)cnc2n1CCS2	6	1	9	1	1.0	2	-0.1	0.9	.	0.0	-2
COc1ccc(NC(=O)CN2CCC3(O)CCCCC3C2c2ccccc2OC)cc1 (stereo unspecified)	6	1	14	1	1.3	6	0.0	0.9	-12	-0.4	4
CCCN1C(=O)c2ccccc2NC1c1ccc(OC)cc1O (stereo unspecified)	15	1	11	1	1.1	0	-0.4	0.9	1	-0.1	-1
CCCCCn1c(=O)[nH]c2cc(C(=O)N3CCN(Cc4ccc5c(c4)OCO5)CC3)ccc2c1=O	-3	0.9	9	0.9	0.6	2	-0.3	0.9	.	-0.2	-5
O=C(NCc1ccco1)c1ccc(Cl)s1	-4	1	6	1.1	1.6	1	-0.3	0.9	-17	0.4	7
Cc1cc(C(=O)N2CCN(Cc3ccccc3)CC2)on1	-7	0.9	17	0.9	0.6	-5	-0.2	0.8	.	-2.1	6
CN(c1ccccc1)S(=O)(=O)c1ccc(Cl)c(C(=O)OCC(=O)NC2CCS(=O)(=O)C2)c1 (stereo unspecified)	-1	1	-7	1	-1.0	10	0.2	1.1	-2	-0.3	5
N#CC1=C2SCN(c3ccc(F)cc3)CN2C(=O)CC1c1cccc(F)c1 (stereo unspecified)	-2	0.9	48	0.6	-0.6	-15	0.3	0.5	-1	-0.7	42
Cn1c(SCC(=O)N/N=C/C=C\c2ccco2)nc2ccccc21	32	0.7	45	0.9	1.7	2	1.1	0.6	.	-5.7	12
O=C(C1=C(O)C(=O)N(Cc2ccco2)C1c1cccs1)c1cccs1 (stereo unspecified)	-11	1	0	1.2	4.3	-12	-0.2	1	6	-0.3	5
O=C(Nc1ccccc1)NC1(C(=O)NCc2cccs2)CCCCC1	12	0.8	13	0.8	3.5	-18	-0.3	0.9	.	2.9	14
CCOC(=O)N1CCC(NC(=O)c2cc(S(=O)(=O)N3CCOCC3)ccc2F)CC1	-5	0.9	10	0.9	1.7	-2	-0.3	0.9	-17	-0.9	14
Cn1c(SCc2nc3ccccc3n2CCO)nc2ccccc21	4	1.1	8	1	-1.2	-6	-0.1	0.9	-21	-0.6	-3
O=C(O)c1ccn(COc2ccc(Br)cc2)n1	-7	1.1	-5	1.2	2.9	-3	0.1	1	0	-0.6	6
Cc1[nH]c(=O)[nH]c(=O)c1S(=O)(=O)N1CCCC(C(=O)N2CCC(Cc3ccccc3)CC2)C1 (stereo unspecified)	-9	0.9	8	1	-0.3	-8	-0.1	0.9	-28	-0.2	-6

Next section.
SMILES	Lmaj promast	PMI act satM6P	Diaph inh CS	PMI act	RAM inhibit	TLR4 MyD88 comp	Hsp70 activator	Diaph act CS	S1P3 antag	DTT redox prof	G6PDH counter
Cc1ccc(CNC(=O)C(=O)NCC2OCCN2S(=O)(=O)c2cccs2)cc1 (stereo unspecified)	-2	1	10	1	2.9	3	0.1	0.9	-20	-0.2	15
CC(C)n1c(C(=O)OCC(=O)NCc2ccc3c(c2)OCO3)cc2occc21	-7	0.8	24	0.8	1.2	4	-0.3	0.8	-9	-3.2	7
N#Cc1c(-c2ccco2)nc(SCc2ccc(F)cc2)[nH]c1=O	-15	1.2	13	1	6.3	9	-0.2	0.9	-14	-0.5	1
CCN(CC)CC(=O)Nc1ccc2c(c1)Nc1ccccc1CC2	52*	0.6	24	0.9	0.1	-2	0.4	0.8	16	0.1	9
Cc1nc(SCC(=O)c2ccc(Cl)cc2)c([N+](=O)[O-])[nH]1	4	1	15	1.1	2.5	-5	-0.2	0.9	.	-5.8	-2
COc1cccc(OCCCCN2CC(C)OC(C)C2)c1 (stereo unspecified)	93*	1	12	1	0.5	-4	-0.2	0.9	.	0.2	5
CCOC(=O)C1CCCN(C(=O)c2ccc3c(=O)n(CCOC)c(=S)[nH]c3c2)C1 (stereo unspecified)	-3	1	13	1	2.3	-12	-0.2	0.9	.	2.8	12
O=S(=O)(c1ccccc1)c1ncc(C(F)(F)F)cc1Cl	72*	0.9	8	1	9.8*	9	-0.5	0.9	-27	1.7	4
CC(=O)c1cccc(NC(=O)c2ccc(-c3ccccc3[N+](=O)[O-])o2)c1	75*	0.7	23	0.9	3.6	-12	-0.1	0.8	-2	-0.3	9
Cc1nc(SC(C(=O)c2ccccc2)c2ccccc2)n[nH]1 (stereo unspecified)	5	1.1	6	1	1.6	2	-0.1	0.9	.	1.4	1
Cc1ccsc1C(=O)NNC(=O)C1C2C=CC(C2)C1C(=O)O (stereo unspecified)	-11	1	-1	1	0.9	-10	0.1	1	16	-0.2	10
C=CCNC(=O)/C(=C\C=C\c1ccccc1)NC(=O)c1ccccc1Cl	2	1	12	1	4.6	-2	0.0	0.9	-15	-0.6	-4
CC(=O)c1ccc(N(C)C)c2c(N(C)C)cccc12	-5	0.6	34	0.6	0.0	21	-0.4	0.7	-10	-0.3	15
CCCCNC(=O)C1CCN(S(=O)(=O)c2cnc[nH]2)CC1	-5	1	5	0.9	1.2	-9	-0.1	1	-38	0.0	1
COC(=O)CSc1nccc(C)n1	-2	1.1	5	1	-0.9	-5	0.2	0.9	-1	0.9	9
O=C(Cn1cnc2scc(-c3ccc(Br)cc3)c2c1=O)N1CCOCC1	-4	1.1	7	1	0.5	-8	-0.3	0.9	-21	-0.2	0
O=S(=O)(c1cccs1)N1CCN(C/C=C/c2ccccc2)CC1	9	0.8	23	0.8	1.3	-16	-0.2	0.8	6	3.1	3
Cc1nn(C(C)C(=O)NNC(=S)Nc2ccc(Cl)cc2)c(C)c1[N+](=O)[O-] (stereo unspecified)	-6	1	28	1	-1.2	-1	-0.2	0.7	.	-1.6	7
CCOC(=O)c1csc(NC(=O)CSc2nnc(C3CC3)n2C)n1	-5	1	10	0.9	-0.2	-4	-0.3	0.9	-56	-0.1	-2
CC1Cc2ccccc2N1C(=O)CSc1nnc(CSc2ncccn2)n1C (stereo unspecified)	-8	0.9	9	1.1	-0.8	8	0.1	0.9	-14	0.4	0
NC(=O)C1CCN(c2ccc(S(=O)(=O)N3CCC(Cc4ccccc4)CC3)cn2)CC1	-5	1.1	0	1.1	2.4	-10	-0.2	1	-12	-0.7	-5
Clc1ccc(-c2cc(CSc3ccccc3)on2)cc1	-5	1	-2	1	6.6	-3	0.1	1	.	2.0	3
Cn1cc(CN2CCCCC2CO)c(-c2ccc(Oc3ccccc3)cc2)n1 (stereo unspecified)	63*	1	9	1	1.6	-10	-0.2	0.9	-3	-0.9	7
CCOC(=O)c1cccc(NC(=O)Cn2c(CC(=O)NC)nc3ccccc32)c1	-4	1	5	1	1.7	-16	-0.2	1	-33	-0.3	1
COCCNC(=O)/C(C#N)=C\c1ccc(CNC(=O)C(=O)Nc2ccc(C)c(C)c2)o1	8	0.8	7	0.8	6.1	-15	0.1	0.9	0	0.0	13
CC1(C)OC(=O)C(=Cc2ccc(-c3ccc(S(N)(=O)=O)cc3)o2)C(=O)O1	3	0.9	35	1	2.3	9	-0.1	0.6	-10	-0.5	8

RAM inhibit: what is marked active above.
smiles	PMI act satM6P	Diaph inh CS	PMI act	RAM inhibit	TLR4 MyD88 comp	Hsp70 activator	S1P3 antag	DTT redox prof
O=S(=O)(c1ccccc1)c1ncc(C(F)(F)F)cc1Cl	0.9	8	1	9.8*	9	-0.5	-27	1.7

Taken from above.
CC(=O)c1ccc(N(C)C)c2c(N(C)C)cccc12 in Diaph inh CS has 34
O=C(C1=C(O)C(=O)N(Cc2ccco2)C1c1cccs1)c1cccs1 (stereo unspecified) in G6PDH counter has 5
